From PubChem
CHO-K1 Ca PAM: counter-screen for M1 PAMs: effect in parental CHO-K1 cells; ATP EC20, Fluo-8 calcium fluorescence; 0% at ATP EC20, 100% at ATP max; activation, % at 3 µM; 360,000 compounds, 0.02% hits;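 active means activation above the run cutoff, the mean activation of all test compounds plus 3 SD, cut at about 40% in these data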;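 further: peak over basal fluorescence ratio in a 140 s read after ATP addition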
CHO-K1 Ca antag: counter-screen for M1 antagonists: effect in parental CHO-K1 cells; ATP-induced calcium, Fluo-8 fluorescence; inhibition, % at 3 µM; 360,000 compounds, 0.6% hits; AID 602250;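 active means inhibition above a per-plate cutoff, the plate's mean sample inhibition plus 3 SD, cut at about 24% in these data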;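 further: 0% = DMSO plus EC80 ATP and 100% = DMSO alone without ATP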
TAAR1 ag: human TAAR1 agonism; Q96RJ0; CHO RD-HGA16 TAAR1, Fluo-8 calcium fluorescence; vehicle wells 0%, saturating PEA agonist 100%; activation, % at 3 µM; 360,000 compounds, 0.99% hits; AID 624467;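 active means activation above the mean activation of all test compounds in the run plus 3 SD, cut at about 38% in these data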
Target sequence (Q96RJ0 whole entry, looked up): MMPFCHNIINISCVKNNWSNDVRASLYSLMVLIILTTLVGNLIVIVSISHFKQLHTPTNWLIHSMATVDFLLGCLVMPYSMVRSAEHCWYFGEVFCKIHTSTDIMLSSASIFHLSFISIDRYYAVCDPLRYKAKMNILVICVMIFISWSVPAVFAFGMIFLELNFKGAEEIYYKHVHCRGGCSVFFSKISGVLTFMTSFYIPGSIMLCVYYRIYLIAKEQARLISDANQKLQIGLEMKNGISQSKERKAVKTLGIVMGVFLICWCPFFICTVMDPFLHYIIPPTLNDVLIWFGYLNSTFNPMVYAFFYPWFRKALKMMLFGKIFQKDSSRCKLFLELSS
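Repeats: no replicates (n 1) | Material: CHO-derived RD-HGA16 cells with stable Gα16 and human TAAR1 | Technique: Kinetic Fluo-8 calcium fluorescence | Schedule: 17-24 h seeding, 75 min 37 °C dye, 30 min RT | Evaluation: % activation from peak over basal fluorescence ratio, DMSO-to-PEA scaled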
TAAR1 antagonist: antagonists of human TAAR1. 360,000 compounds, 1.5% hits. AID 624466. CHO RD-HGA16 TAAR1, Fluo-8 calcium fluorescence, antagonist. inhibition, % at 3 µM;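 active means inhibition above a per-plate cutoff, the mean inhibition of test compounds on that plate plus 3 SD, cut at about 49% in these data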;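 further: 0% = DMSO plus EC80 beta-PEA response and 100% = DMSO alone without agonist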
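Test system: hTAAR1-expressing CHO RD-HGA16 cells, Gα16-coupled; Probe or stimulus: EC80 β-phenethylamine stimulus; Compound dosing: single nominal final test compound concentration of 3 µM; Timing: 140 s kinetic read after compound, 140 s after agonist; Signal: Fluo-8 calcium-sensitive fluorescence; Measure: % inhibition of agonist calcium response; Controls: DMSO and EC80 PEA controls.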
OXTR potentiator: human OXTR potentiation | AID 2445 | 320,000 compounds, 0.061% hits | activation, % at 3 µM | P30559 | CHO-OTR cells, Fluo-8 calcium fluorescence, potentiator mode; 0% = oxytocin EC15, 100% = EC100;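 active means activation above that plate's cutoff, the mean activation of tested compounds plus 3 SD, cut at about 6.6% in these data, passing the limit was not always enough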;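 further: 100% uses oxytocin at 75 nM as the full agonist control; some results filed as inactive read as strong as hits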
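test system = CHO-OTR cells, human receptor | compound = single-point 3.0 µM | schedule = 6 min compound pre-incubation at room temperature, 100 s kinetic read | signal = Fluo-8 no-wash calcium dye fluorescence, excitation 470-495 nm, emission 515-575 nm | repeats = single well per compound, singlicate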
CHO parental Ca: counter-screen for OX1R antagonists: effect in parental CHO cells. 330,000 compounds, 0.63% hits. parental CHO-K1, ATP-induced calcium, Fluo-8 fluorescence. inhibition, % at 5.6 µM;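 active means inhibition above that plate's mean sample inhibition plus 3 SD, cut at about 26% in these data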;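 further: 0% = ATP-challenged DMSO wells and 100% = DMSO wells without ATP; some compounds past the cut are filed as inactive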
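Test system: parental CHO cells; detection: calcium-sensitive Fluo-8 fluorescence; evaluation: percent inhibition of calcium signal; also added: ATP as calcium-mobilizing challenge; repeats: one well per compound; control set: ATP-challenged DMSO wells low, unchallenged DMSO wells high; compound: single nominal dose of 5.6 µM per compound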
CHRM1 antagonist: blocks human M1 muscarinic receptor. CHO-K1 hM1, Fluo-8 calcium fluorescence, ACh EC80 antagonist. inhibition, % at 3 µM. 360,000 compounds, 1.3% hits;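 active means percent inhibition above its own plate's cutoff, namely the mean of that plate's compound wells plus 3 SD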;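 further: peak over basal fluorescence ratio during 140 s after agonist addition; 0% = ACh EC80 plus DMSO and 100% = DMSO alone without agonist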
Target sequence (P11229 whole entry, looked up): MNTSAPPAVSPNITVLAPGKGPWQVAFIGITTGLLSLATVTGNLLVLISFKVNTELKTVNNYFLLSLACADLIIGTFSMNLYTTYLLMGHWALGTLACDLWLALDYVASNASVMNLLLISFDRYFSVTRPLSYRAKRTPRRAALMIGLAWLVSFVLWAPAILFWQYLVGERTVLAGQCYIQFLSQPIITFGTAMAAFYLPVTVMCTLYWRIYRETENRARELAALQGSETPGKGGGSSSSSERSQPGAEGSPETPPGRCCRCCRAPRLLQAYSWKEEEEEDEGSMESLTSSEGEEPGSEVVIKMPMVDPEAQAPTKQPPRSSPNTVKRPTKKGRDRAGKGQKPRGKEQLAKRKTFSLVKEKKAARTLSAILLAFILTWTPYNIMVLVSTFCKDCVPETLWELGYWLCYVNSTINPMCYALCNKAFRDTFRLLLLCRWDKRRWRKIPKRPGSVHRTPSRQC
CHRM1 agonist: agonists of human M1 muscarinic receptor | P11229 | CHO-K1 hM1, Fluo-8 calcium fluorescence, agonist mode; 0% DMSO, 100% acetylcholine EC100 | activation, % at 3 µM | 360,000 compounds, 0.33% hits;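 active means activation above the run's mean compound activation plus 3 SD, cut at about 16% in these data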;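 further: peak over basal fluorescence ratio within a 140 s kinetic read after compound addition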
M1 ag parental: nonselective activator or artifact in parental CHO-K1 cells; AID 602248; activation, % at 3 µM; 360,000 compounds, 0.48% hits; Fluo-8 calcium fluorescence; scaled to maximal ATP response, vehicle zero; in the data active means activation above about 15%;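 further: untransfected CHO-K1 host cells lacking M1 receptor as counterscreen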
* = called active by the depositor; . = no result given.

Results follow in this order: CHO-K1 Ca PAM, CHO-K1 Ca antag, TAAR1 ag, TAAR1 antagonist, OXTR potentiator, CHO parental Ca, CHRM1 antagonist, CHRM1 agonist, M1 ag parental
NS(=O)(=O)c1ccccc1NC(=O)c1c(O)c2ccccc2[nH]c1=O
    15, -3, 0, -12, -5, -14, -9, -2, 1.4
O=C1NC(Cc2ccccc2)c2nc3cc(F)ccc3c(=O)n2-c2ccccc21 (stereo not drawn)
    ., ., 10, -9, -2, 3, ., ., .
Cc1ccc(NC(=O)C2COc3ccccc3O2)c(C)c1 (stereo not drawn)
    -10, 5, 3, 9, -4, -9, -20, -8, -0.2
CN(C)S(=O)(=O)c1ccc(N2CCCC2)c(C(=O)N2CCC(C(N)=O)CC2)c1
    -18, 3, 1, -11, -9, -4, -3, -3, 0.6
Cn1c(Cn2cnc(Cl)c2Cl)nc2ccccc21
    9, 5, 0, -26, -8, -8, -8, -3, 0.1
CCOC(=O)[C@@H]1[C@H]2COc3ccc(Br)cc3[C@H]2N2C(=O)N(c3ccc(C(F)(F)F)cc3)C(=O)[C@]12C
    10, -10, 12, 14, 2, -26, -3, -2, 0.4
Cc1[nH]c2ccccc2c1/C=C/c1cc[n+](C)cc1
    19, -6, 4, -19, ., ., -10, 0, 1.7
CSc1nc(N2CCOCC2)c2c(c1C#N)CC(C(C)C)OC2 (stereo not drawn)
    2, -11, 1, -11, ., ., -8, -3, 0.3
Cc1cc(NC(=O)c2cc(-c3cccs3)on2)no1
    11, -8, ., ., -4, 7, -1, -4, 2.5
CSCC[C@H](NC(=O)c1ccc(Cl)c(S(=O)(=O)N2CCCC2)c1)c1nc2ccccc2[nH]1
    -6, -4, 16, 31, -6, -19, -4, -7, 1.0
CCOc1ccccc1NC(=O)C1CCN(S(=O)(=O)c2ccc(OC)c(OC)c2)CC1
    10, -22, -1, -11, -1, -25, -1, -7, 0.4
C[C@H]1O[C@H](C2CCCC2)CC2=C1C(=O)OC(C)(C)O2
    12, -16, -1, -5, ., ., ., ., 0.7
CCOC(=O)CNc1nc(-c2ccncc2)nc2ccccc12
    19, -22, 13, 0, 0, -11, -1, -4, 1.9
CC(C)CCNC(=O)C(c1ccco1)N(C(=O)Cn1nnc2ccccc21)c1ccc2c(c1)OCO2 (stereo not drawn)
    -4, -3, 8, 3, -2, -26, -3, -5, 0.2
COc1ccccc1Cn1c(=S)[nH]c2cc(C(=O)NCCN3CCOCC3)ccc2c1=O
    15, -7, 0, 6, 1, -20, -7, -6, 0.8
Clc1ccc(CSc2snnc2-c2ccccc2)cc1
    -7, 3, 5, 30, -4, -15, 15, -4, -0.2
Cc1cc(=O)oc2c(C)c(OC(C)C(=O)N3CC[C@@]4(O)CCCC[C@H]4C3)ccc12 (stereo partly drawn)
    12, 5, 2, -7, 2, 2, -10, -4, 0.3
Cc1cc(C)c(NC(=O)c2cc(C(=O)O)ccc2C(=O)O)c([N+](=O)[O-])c1
    12, -4, -2, 18, -8, -8, -2, -8, 1.1
O=C(N/N=C/c1ccc(O)cc1)Nc1cccc2nsnc12
    15, -11, 38*, 67*, -1, 3, 5, -6, 3.6
OCCCCNCc1cc(Br)ccc1OCc1ccccc1
    11, -6, 0, -20, -5, -3, -9, -3, 2.4
O=C(CN1C(=O)C2CC=CCC2C1=O)Nc1nc(-c2ccc(F)c(F)c2)cs1 (stereo not drawn)
    4, -9, 27, 73*, -8, -6, 25, 1, 7.9
CC(=O)Nc1cccc(Oc2ncccc2[N+](=O)[O-])c1
    -3, -12, 4, -7, -2, -4, -11, -4, 0.8
CSC[C@H]1CN(CCc2ccccc2)C(=O)[C@@H]1CC(=O)Nc1ccccc1
    0, -6, 9, 0, ., ., -9, 0, 0.3
FC(F)(F)C1CC(c2cccs2)Nc2ncnn21 (stereo not drawn)
    8, -6, 6, -1, -9, -6, -7, -5, 0.1
OC1c2cc(Cl)ccc2-c2c(Cl)cc(Cl)cc21 (stereo not drawn)
    9, -2, 3, -4, ., ., 11, -5, 0.2
Nc1cc(=O)[nH]c(SCC(=O)NC2CCCc3ccccc32)n1 (stereo not drawn)
    20, -22, 1, -7, 0, -1, -22, -2, 1.1
CC(=O)c1ccc(OCC(O)CN(C)Cc2cccs2)cc1 (stereo not drawn)
    -5, 21, 6, -13, -2, -2, -10, -3, -0.3
Cc1c(Cl)cnc(NC(=O)COC(=O)c2ccc3c(c2)OCO3)c1Cl
    18, -5, -1, 5, -9, -5, 3, -5, 0.8
O=S(=O)(/N=C(/Nc1ccccn1)c1ccc(Cl)cc1)c1ccc(Cl)cc1
    24, -4, 2, -5, -4, 1, -6, -6, 0.4
N#Cc1cc([N+](=O)[O-])ccc1N1CCCC1
    -3, -4, 6, -16, -8, -6, -9, -7, 0.7
Cc1nc2ccc(NS(=O)(=O)c3ccc(Br)cc3)cc2s1
    -3, 2, 5, 31, -11, 4, 21, 5, 12
O=C1c2ccccc2C(=O)N1c1nc(-c2cccs2)cs1
    19, -9, 5, 3, -7, -18, -17, -2, 0.3
CN(C)C(=O)CN1C(=O)C2CC=C(Cl)CC2C1=O (stereo not drawn)
    12, -7, 1, 7, -2, -6, 2, -2, -0.2
COc1ccccc1C(=O)NC(=O)COC(=O)CCS(=O)(=O)c1ccc(C)cc1
    -3, 6, 1, -16, 3, -7, 4, 5, 0.2
O=C1NC(Cc2ccccc2)c2nc3cc(Cl)ccc3c(=O)n2-c2cc(Cl)ccc21 (stereo not drawn)
    ., ., 33, 28, 3, -23, ., ., .
CC(=O)Nc1ccc(NC(=O)COC(=O)/C=C/c2ccc3c(c2)OCO3)cc1
    -4, -7, 12, 21, -1, -10, 6, 0, 1.0
CNc1ncnc2c1cnn2C1CCCCO1 (stereo not drawn)
    9, -12, 3, 4, ., ., -15, -1, 1.2
COc1ccc(N(CC(=O)NCCC2=CCCCC2)S(=O)(=O)c2ccccc2)cc1
    10, -13, 2, -34, -20, -25, -9, -7, 0.1
COc1ccccc1NS(=O)(=O)c1ccc(C(=O)NCCCN2CCOCC2)cc1
    9, 7, 3, -7, ., ., -15, -6, 1.6
O=C(COC(=O)CCC(=O)c1ccc(F)cc1)NCc1ccco1
    9, -11, 1, 16, -9, -9, -26, -2, -0.8
COc1ccc(-c2cc(NC=O)c3ncc(-c4ccc(C(C)=O)cc4)n3c2)cc1OC
    -8, -5, 8, 26, ., ., -2, -3, 2.4
C=CCSc1nnc(NC(=O)c2ccc(S(=O)(=O)NCC3CCCO3)cc2)s1 (stereo not drawn)
    15, -8, 4, -2, -7, -5, 0, -5, 1.5
O=C(CSc1n[nH]c(=O)[nH]c1=O)N/N=C/c1ccccc1O
    2, 2, 14, -6, 2, -1, 0, -6, 0.1
NC(=O)c1ccccc1NC(=O)/C=C/C(=O)O
    9, -9, 7, -15, -5, -4, -3, -1, 0.3
CCOC(=O)C1=C(N)n2c(s/c(=C\c3ccco3)c2=O)=C(C(=O)OCC)C1c1ccco1 (stereo not drawn)
    2, -39, ., ., -6, -19, -13, -2, -0.1
Cc1ccc(C)c(NC(=O)CSc2nc(N)c(NC(=O)c3cccs3)c(=O)[nH]2)c1
    12, -1, 1, -12, ., ., -8, -1, 0.1
O=C(NC1CC2CCC1C2)c1ccco1 (stereo not drawn)
    9, -6, 1, -8, 1, 3, -9, 0, 0.1
CCCc1cc(=O)[nH]c(SCC(=O)Nc2ccc3c(c2)CCC3)n1
    2, -4, 3, -40, 1, -9, 5, -2, 0.2
Cc1cc(-n2ccnc2)n2c(nc3ccccc32)c1C#N
    17, -19, 0, 4, 4, -14, -9, 0, 0.7
CC(=O)N1CCN(c2ccccc2NC(=O)c2ccco2)CC1
    -4, 1, 0, -9, 1, -12, -4, -1, 0.6
CCn1c(=S)sc2c(=O)n(-c3ccccc3)c(=S)[nH]c21
    12, -9, -1, -25, 2, -4, -5, -4, -0.1
COc1ccc(NC(=O)C2CCN(C(=O)Nc3ccccc3)CC2)cc1S(=O)(=O)N(C)C
    8, -13, 2, 17, 3, -8, 1, -4, 0.2
COC(=O)c1ccc(CN2CCN(CCCc3ccccc3)C(CCO)C2)cc1 (stereo not drawn)
    18, -20, 0, 2, 1, -20, 20, -7, 2.1
CC(=O)NC(NC(=S)Nc1cccc(Br)c1)C(Cl)(Cl)Cl (stereo not drawn)
    5, -12, 12, 38, -10, -7, 0, 2, 8.4
COC(=O)c1ccc(NC(=S)N2CCN(C)CC2)cc1
    16, -21, 0, 4, -3, -20, -7, -4, 0.6
CCOC(=O)c1c(N=CN(C)C)c(C#N)c2n1CCCC2
    6, -8, 3, -18, -15, -12, -9, -3, 0.2
Cn1c(=O)c2nc(-c3ccc(Cl)cc3Cl)oc2c2ccccc21
    19, 0, 0, -13, -6, 1, 3, -1, 1.0
CCN(C(=O)CSc1nc2ccc(OC)cc2[nH]1)C1CCS(=O)(=O)C1 (stereo not drawn)
    2, -8, 1, -24, 5, -3, -9, -2, 0.6
Cc1ccc(Nc2nc(=O)c3cccnc3s2)cc1
    4, -10, 0, -11, -6, -4, -26, -5, -1.1
COC(=O)CN1C(=O)C(C)(C)Oc2ccc(C(=O)Nc3cccc(OC)c3)cc21
    3, 1, 7, 21, -5, 6, -7, -2, 3.9

The results go on.
Results follow in this order: CHO-K1 Ca PAM, CHO-K1 Ca antag, TAAR1 ag, TAAR1 antagonist, OXTR potentiator, CHO parental Ca, CHRM1 antagonist, CHRM1 agonist, M1 ag parental
CCCCOC(=O)Cn1c(=N)n(CCN(CC)CC)c2ccccc21
    -7, -7, 7, -18, -15, -20, 22, -5, 0.4
O=C(CSc1nnc(-c2ccccc2)n1-c1ccc(Cl)cc1)N/N=C/c1ccco1
    5, -6, 5, -3, -5, -9, -3, -5, 0.3
Clc1ccc(Cn2nc(-c3ccccc3)nc2-c2ccccc2)cc1
    23, -2, 0, -10, -5, -29, -7, -7, 0.6
CC(C)(C)OC(=O)N1CCC[C@H]1c1nnc(SCc2cccc(Cl)c2)o1
    9, -13, 13, 8, -12, -15, -9, -2, 4.7
CC(C)(C)n1nnnc1C(c1cccs1)N1CCN(Cc2ccccc2)CC1 (stereo not drawn)
    -1, -11, 18, -16, 1, -3, 9, -7, -0.3
CC(=O)Nc1ccc(-c2ccnc3c2CC(C(=O)NCc2cccc(Cl)c2)O3)cc1 (stereo not drawn)
    -3, 5, -1, -42, ., ., 5, 3, -0.2
O=[N+]([O-])c1cc(Cl)cc(/C=N/NC(=S)Nc2cc(S(=O)(=O)N3CCOCC3)ccc2Cl)c1O
    12, -10, 0, -30, -2, -9, -8, -3, 0.1

Not a hit list, and some 4.2% of all compounds hit somewhere here.
